Hsp90 Hop PPI: changes Hsp90-Hop TPR2A binding signal, up or down. actives 0.44% (n = 71,000). Potency, µM (titrated, usually from 57 µM), inactives show at the highest dose activity change, negative = inhibition. AlphaScreen TPR2A-His6 binding biotin-Hsp90 C-terminal peptide; active means well fitted curve in either direction with a large enough effect; inconclusive means small, poorly fitted or top-dose-only effect, or another doubt; further: potency means the concentration at half of the fitted maximal effect; on the % scale 0 is the no-effect control and ±100 the full control effect; many of its hits are not listed in these tables
FLuc inh: firefly luciferase inhibition; purified firefly luciferase, luminescence, 8 min; Potency, µM (top dose mostly 57.1 µM), for the others: top-dose activity change, negative = inhibition, hits mostly inhibitors; actives 2.2% (n = 72,000); AID 411; further: potency means the concentration at half of the fitted maximal effect; on the % scale 0 is the no-effect control and ±100 the full control effect; nearly all actives have a fitted effect of over 40% in size
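Substrate buffer containing 10 uM ATP (pH 7.2 imidazole, Mg2+, KCl, detergent, BSA) is dispensed, compound pinned in, then luciferase/luciferin detector mix added. After 8 min at ambient temperature, light output is measured.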
HBB splice mod: modulators of hemoglobin beta chain splicing; HBB splicing reporter cell assay, activation; EGFP reporter with mutant IVS2-654 intron; response scale: normalised to 500 nM splice-correcting PNA; Potency, µM (doses to about 46.1 µM), for inactives: at the top dose activation, most hits filed as activators; actives 0.06% (n = 65,000); further: potency means the concentration at half of the fitted maximal effect; 0% is about no effect
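Compounds were applied for 2 days to HeLa EGFP-654 cells, 500/well in Optimem with 2% FCS. The reporter's EGFP is disrupted by mis-splicing of beta-globin intron IVS2-654. Readout: summed well GFP fluorescence from 488 nm laser scanning; reference was 500 nM antisense […] 654 PNA.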
CRE Fsk mod: modulators of forskolin-stimulated CRE signaling in CHO cells; actives 2.5% (n = 71,000); Potency, µM (top dose mostly 38.2 µM), for inactives: at the highest dose activity change, negative = inhibition, hits mostly activators; CHO CRE-bla reporter (cAMP response element driving beta-lactamase), forskolin EC10, beta-lactamase ratio; AID 662; active means well fitted activation curve with a large enough effect in the signal ratio, with a control signal flat, not every such curve was filed as active; inconclusive means small, poorly fitted or top-dose-only effect, or effect the other way, or a change in a side signal; the % refers to the signal ratio; further: potency means the concentration at half of the fitted maximal effect; % of control where 0% means no effect
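Cells were plated overnight at 37 °C, exposed to compound titrations plus EC10 NKH 477 for 3 h, then given CCF4 dye for 2 h at room temperature. Blue/green (460/530 nm) ratio was converted to %Activity and AC50 values calculated.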
HADH2 inhib: inhibitors of human HADH2 dehydrogenase. Q99714. recombinant HADH2, NADH fluorescence, beta-hydroxybutyryl-CoA. Potency, µM (doses to about 57.1 µM), for inactives: at the top dose activity change, negative = inhibition, actives largely listed as inhibitors. actives 3.4% (n = 73,000). AID 886; further: potency means the concentration at half of the fitted maximal effect; on the % scale 0 is the no-effect control and ±100 the full control effect; nearly all actives have a fitted effect of over 60% in size; many of its hits are not listed in these tables
Target sequence (Q99714 whole entry, looked up, one chain of several): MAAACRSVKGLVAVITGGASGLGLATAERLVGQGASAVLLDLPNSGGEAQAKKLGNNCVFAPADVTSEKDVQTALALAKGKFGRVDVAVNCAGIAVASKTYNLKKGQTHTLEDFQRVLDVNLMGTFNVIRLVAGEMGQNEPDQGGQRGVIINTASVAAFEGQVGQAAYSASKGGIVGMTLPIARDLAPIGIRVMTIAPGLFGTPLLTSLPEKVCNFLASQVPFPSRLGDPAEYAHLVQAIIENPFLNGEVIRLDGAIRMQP
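NADH fluorescence (ex 360/em 450 nm) read every 30 s for 4 min; activity taken as last-minus-first time point difference. Enzyme 20 nM, NAD+ 1 mM, beta-hydroxybutyryl-CoA 90 uM, pH 9.0 Tris buffer.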
Tau fil binding: binders of human tau filaments; recombinant tau filaments, thioflavin S fluorescence, 15 h; filaments grown with octadecylsulfate alongside compound; Potency, µM (highest dose often 57.1 µM), without a hit: at the top dose activity change, negative = inhibition; actives 2% (n = 71,000); AID 596;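 further: potency means the concentration at half of the fitted maximal effect; on the % scale 0 is the no-effect control and ±100 the full control effect; actives lower thioflavin S fluorescence by blocking filaments or displacing dye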
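Read-out: ThS fluorescence, 450 nm excitation/510 nm emission; lower signal marks blocked filament formation or displaced dye. Tau at 1 uM with 30 uM ODS, 10 uM ThS, 5 mM DTT, 100 mM NaCl, 10 mM HEPES pH 7.4; 15 h, 37 C.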
Texas Red fluor: Texas Red region autofluorescence. Compound fluorescence, Texas Red channel, 547/618 nm; stronger effect = higher value. max dye-equivalent concentration, M. actives 0.06% (n = 59,000); in the data active means max dye-equivalent concentration above about 10 nM; inconclusive means between about 1.1 nM and that limit
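Texas Red-region profiling: compounds in 100 mM Tris pH 8.0 were read at 547/618 nm after 15 min at room temperature. Intensities were normalized against a six-point Texas Red standard series to give dye-equivalent concentration.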
DNA Pol III inh: DNA polymerase III holoenzyme inhibition; actives 0.25% (n = 71,000); reconstituted DNA polymerase III holoenzyme replication, biochemical; Potency, µM (titrated, usually from 57.1 µM), without a hit: at the top dose activity change, negative = inhibition; further: potency means the concentration at half of the fitted maximal effect; on the % scale 0 is the no-effect control and ±100 the full control effect
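Reconstituted *E. coli* holoenzyme (0.35 nM Pol III, 1 nM beta, 154 nM SSB, 2 nM primase) was preincubated with compound for 15 min at RT. Synthesis on 1.4 nM ssM13Gori ran 35 min, then was stopped with PicoGreen/EDTA and read as dsDNA fluorescence.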
ERK AVP block: inhibitors of vasopressin-stimulated ERK signaling pathway; actives 0.99% (n = 72,000); AID 995; Potency, µM (highest dose often 57.5 µM), inactives show at the top dose activity, negative = inhibition, most hits filed as inhibitors; HEK293-V1b, vasopressin-stimulated pERK AlphaScreen; further: potency means the concentration at half of the fitted maximal effect; on the % scale 0 is the no-effect control and ±100 the full control effect; nearly all actives have a fitted effect of over 55% in size
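Overnight-seeded V1b-HEK293 cells in 1% FBS got compound, then vasopressin (25 nM final, 5 min, 37C), then lysis buffer. AlphaScreen detection of phospho-ERK; activity normalized to basal and full-stimulation controls.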
ALOX15 inhib: blocks human 15-lipoxygenase activity. AID 887. Potency, µM (titrated, usually from 57.1 µM), inactives show at the top dose activity change, negative = inhibition, hits mostly inhibitors. actives 1.4% (n = 74,000). purified 15hLO-1, xylenol orange hydroperoxide absorbance. P16050; further: potency means the concentration at half of the fitted maximal effect; on the % scale 0 is the no-effect control and ±100 the full control effect; nearly all actives have a fitted effect of over 55% in size
Target sequence (P16050 whole entry, looked up): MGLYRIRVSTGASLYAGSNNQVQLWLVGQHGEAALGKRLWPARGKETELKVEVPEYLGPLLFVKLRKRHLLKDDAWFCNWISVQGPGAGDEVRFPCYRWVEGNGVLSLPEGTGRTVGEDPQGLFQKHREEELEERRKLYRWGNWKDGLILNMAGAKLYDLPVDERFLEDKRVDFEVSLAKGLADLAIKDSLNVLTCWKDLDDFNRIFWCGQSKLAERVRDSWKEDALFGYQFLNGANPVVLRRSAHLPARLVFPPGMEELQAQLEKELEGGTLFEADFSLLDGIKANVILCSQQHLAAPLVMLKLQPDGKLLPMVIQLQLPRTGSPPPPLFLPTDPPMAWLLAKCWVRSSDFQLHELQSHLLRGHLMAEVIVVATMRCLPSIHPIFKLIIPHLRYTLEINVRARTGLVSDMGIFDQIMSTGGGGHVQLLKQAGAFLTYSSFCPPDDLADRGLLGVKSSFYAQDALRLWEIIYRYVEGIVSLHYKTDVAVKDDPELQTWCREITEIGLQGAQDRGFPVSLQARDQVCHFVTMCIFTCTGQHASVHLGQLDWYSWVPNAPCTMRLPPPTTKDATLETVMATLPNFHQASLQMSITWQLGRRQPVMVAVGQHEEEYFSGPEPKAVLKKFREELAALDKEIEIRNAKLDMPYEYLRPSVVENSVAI
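Compounds were preincubated 15 min at room temperature with 40 nM purified human enzyme (25 mM Hepes pH 7.5, 0.01% Triton X-100); 50 uM arachidonic acid reacted 6 min. Fe-xylenol orange detection, 30 min, absorbance ratio 573/405 nm.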
Rhodamine fluor: compound fluoresces in the rhodamine spectral region | Rhodamine-region fluorescence, 547/598 nm, Tris buffer; stronger effect = higher value | max dye-equivalent concentration, M | actives 0.05% (n = 59,000); in the data active means max dye-equivalent concentration above about 11 nM; inconclusive means between about 1.1 nM and that limit
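Intrinsic compound fluorescence, ex 547 / em 598 nm, CCD imager. Tris 100 mM pH 8.0; 15 min RT. Output = rhodamine dye-equivalent concentration at each compound concentration.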
* marks the source's active call; other numbers are inactive results; i = inactive; u = inconclusive; x = no result given; [ ] = remark or other dose. Unless noted, the call rests on the fitted dose curve; in most records, active means well fitted curve in the direction sought with a large enough effect; inconclusive means small, poorly fitted or top-dose-only effect, or another doubt; inactive means no such curve, though single readings can be large; an effect the other way counts as inactive or inconclusive. Not all compounds are listed (hit frequency here may not be typical).

structure | Rhodamine fluor | DNA Pol III inh | Hsp90 Hop PPI | FLuc inh | ALOX15 inhib | HBB splice mod | HADH2 inhib | ERK AVP block | CRE Fsk mod | Texas Red fluor | Tau fil binding
COc1ccc(OCCNS(=O)(=O)c2ccccc2)cc1 | x | 1.3% | 2.0% | -4.7% | 2.1% | -0.3% | 5.1% | -5.7% | -1.0% | x | 4.6%
c1ccc2nc3c(nc2c1)sc1nc2ccccc2n13 | i | -4.4% | -2.9% | -1.1% | 1.8% | 1.8% | u | -9.7% | 1.0% | i | -1.9%
COC(=O)Nc1nc2ccc(SC(C)C)cc2[nH]1 | i | -0.1%[25.6 µM] | 1.3%[26 µM] | -5.5%[25.5 µM] | 10.0%[25.6 µM] | 0.4%[20.6 µM] | -8.6%[25.6 µM] | -10.3%[25.7 µM] | u | i | 10.6%[25.6 µM]
CCOC(=O)c1cn(CC(=O)Nc2ccc(C(C)C)cc2)nn1 | i | -8.8% | u | 1.7% | -3.8% | -0.2% | 3.7% | 36.7%[activator] | u | i | -18.0%
O=C(c1ccccc1)C1CCc2occc2C1=O (stereo not given) | i | -8.1% | -7.7% | 0.0% | 3.1% | -0.6% | u | -4.8% | -2.2% | i | 0.6%
S=C(c1ccc(N2CCCC2)cc1)N1CCCCC1 | i | -4.3% | -21.8% | -4.5% | u | 0.1% | -25.7% | -23.8% | 4.8% | i | 31.6µM*
C[C@@H]1C=C[C@](Cc2ccccc2)(C(=O)NCCc2c[nH]c3ccccc23)N1C(=O)c1ccccc1 | x | 3.2% | -14.2% | x | -18.4% | -0.9% | 11.1% | -6.6% | -13.5% | x | 4.1%
Cc1cccc(NC(=O)C2C(C(=O)O)C3C=CC2C32CC2)c1C (stereo not given) | x | -1.5% | -4.6% | 0.9% | 6.1% | 0.8%[9.22 µM] | -2.2% | -21.7% | -9.8% | x | -0.8%
NC(=O)/C(=C\c1ccncc1)c1cccc2ccccc12 | i | 0.5%[11.4 µM] | -1.2%[11 µM] | 0.0%[11.4 µM] | 5.0%[11.4 µM] | 1.9%[9.22 µM] | 4.0%[11.4 µM] | -11.0%[11.5 µM] | -3.3%[7.6 µM] | i | -4.8%[11.4 µM]
COc1ccccc1NC(=O)CSc1nnc(-c2ccco2)n1Cc1ccco1 | i | -11.7% | -8.1% | 25.1µM* | 4.8% | -1.5% | -5.5% | -1.1% | -2.7% | u | 13.4%
CCOC(=O)C1=C(c2ccccc2)Nc2ncnn2C1c1cc(OC)ccc1OC (stereo not given) | x | -4.5%[11.4 µM] | -6.0%[11 µM] | -1.1% | 7.5%[11.4 µM] | -2.7%[0.0738 µM] | -48.4%[11.4 µM] | -22.9% | u | x | 13.1%[11.4 µM]
CCn1c(NC(=O)c2ccco2)c(-c2ccccc2Cl)c(=O)c2ccccc21 | i | -11.0% | -0.9% | -1.7% | 7.1% | 0.0% | -1.0% | 7.4% | -15.6% | i | 17.1%
Cc1ccc(C(O)c2cccnc2)o1 (stereo not given) | i | -5.4% | -3.2% | 0.6% | 12.0% | x | -1.3% | 14.0% | -7.3% | i | 8.6%
NC(=O)C1CCN(C(=O)CN2CCCc3ccccc32)CC1 | i | 0.7% | -8.5% | -0.5% | u | 0.1% | 10.3% | -10.7% | -8.3% | i | 51.6%
Cc1ccccc1C(=O)O | x | 1.3% | -6.3% | x | 4.8% | 0.1% | 6.0% | 6.0% | -1.3% | x | 1.0%
CCN(CC(=O)O)C(=O)c1cccnc1 | i | -13.4%[11.4 µM] | -3.2%[11 µM] | 1.5%[11.4 µM] | -16.4%[11.4 µM] | 0.8%[9.22 µM] | -7.8%[11.4 µM] | 3.5%[11.5 µM] | 0.0%[7.6 µM] | i | 12.3%[11.4 µM]
O=c1cc(CSc2nnc(COc3ccccc3)o2)c2ccccc2[nH]1 | i | -3.2% | -8.8% | 1.7% | 3.9% | x | 1.1% | 4.7% | 8.5% | i | -0.2%
Cn1cccc1C(=O)N1CCC2(CC1)CN(Cc1ccc(C#N)cc1)C2 | i | -1.9% | -1.7% | -2.8%[11.4 µM] | -2.1% | 1.9% | -2.9% | -8.1% | -0.4% | i | -7.3%
N=c1c2c3c(sc2nc2n1CCCCC2)CCCCC3 | x | -3.2%[11.4 µM] | -6.0%[11 µM] | -14.7% | -3.0%[11.4 µM] | 0.7%[0.0738 µM] | -16.0%[11.4 µM] | -21.6% | u | x | 26.1%[11.4 µM]
COc1ccc(S(=O)(=O)Nc2cc(C)cc(C)n2)c2ccccc12 | i | -1.1% | -0.6% | 1.1% | -1.6% | 3.4% | 8.4% | 12.4% | 22.7% | i | 4.6%
COC(=O)c1ccc(CN2C(=O)NC3(CCCc4ccccc43)C2=O)o1 (stereo not given) | i | 0.9% | -2.5% | -0.5% | -4.4% | 0.4% | -0.8% | -6.7% | u | i | -0.9%
N#C/C(C(=O)NCc1ccco1)=C1/SC=C(c2ccccc2)N1c1ccccc1 | x | -2.1% | -2.7% | 0.7% | u | 0.4% | u | -6.2% | 16.3% | x | 123.0%
N#CC1=C(N)OC2=C(C(=O)CCC2)C1C1CC=CCC1 (stereo not given) | x | 1.6% | 1.3% | 1.1% | -9.9% | -0.3%[9.22 µM] | -2.6% | -8.4% | -8.0% | x | 4.5%
CCCn1nnc(NC(=O)COc2ccc(C3CCCCC3)cc2)n1 | i | -3.8% | u | 0.6% | u | -0.2% | 6.8% | u | -5.4% | i | 9.1%
COc1ccc(CCNC(=O)CCC(=O)N2CCN(S(=O)(=O)c3ccccc3)CC2)cc1OC | i | 3.4% | -3.1% | -3.5% | -0.6% | -2.1% | 18.5% | 0.6% | -5.6% | i | -5.6%
O=C(Cc1ccccc1)NCCc1cn2ccsc2n1 | x | -1.2% | -4.3% | 0.0% | -13.1% | -0.1% | -7.8% | x | 21.7% | x | 4.0%
CCC(=O)Nc1cc(C)c(NC(=O)c2ccco2)cn1 | i | -5.8% | -2.3% | 0.9% | 8.7% | -0.2%[57.5 µM] | 4.8% | -3.4% | -1.5% | i | -15.7%
O=C(Nc1nncs1)C1c2ccccc2Oc2ccccc21 | i | 1.0% | -2.0% | 0.3% | -7.8% | x | 0.4% | -14.0% | -6.4% | u | 18.0%
O=c1cc(N2CCc3ccccc32)[nH]c(=O)n1Cc1ccc(F)cc1 | i | -6.0% | -5.4% | -2.9% | -14.3% | -0.7% | -28.3% | 15.3% | -19.3% | i | -27.4%
C=CCc1cccc(C2Nc3ccccc3C(=O)N2O)c1O (stereo not given) | i | -1.0% | -5.2% | -0.5% | u | -1.3% | 1.4% | 8.0% | -4.4% | i | -12.2%
CCOC(=O)c1c(NC(=O)CN2CCCCC2)sc2c1CCCC2O (stereo not given) | x | -1.6% | -4.6%[2.3 µM] | 0.4% | -6.6% | -0.3% | -10.7% | -8.5% | 10µM* | x | 13.9%
O=S(=O)(c1cccc(Cl)c1)N1CCCC1 | i | -1.6% | -3.2% | 1.7% | 1.5% | 0.8% | 9.4% | -3.1% | -1.4% | i | 10.1%
Cc1ccc(C(C)C)c(OCCCN2CC(C)OC(C)C2)c1 (stereo not given) | x | 0.5% | 4.1% | 2.3% | -11.7% | 0.8% | 0.2% | 3.7% | 6.6% | x | -3.3%
CCOC(=O)c1cc2sccc2n1CC(=O)Nc1ccc(OC)cc1OC | i | -3.8% | 1.6% | -2.8% | -0.2% | x | 10.7% | 14.2% | -1.1% | i | 143.2%
CCCn1c(C)nc2c(NCCCCN(CC)CC)nc(C)nc21 | x | -1.5% | 1.7% | x | u | -0.4% | 0.2% | -4.4% | u | x | -11.2%
N#Cc1c(N)oc(-c2cccs2)c1-c1cccs1 | i | -3.6% | -2.9% | 1.8% | u | -3.6% | u | -14.5% | -23.2% | i | 23.8%
Cc1cc(NS(=O)(=O)c2ccc(-c3ccccc3)cc2)no1 | i | -7.8% | 1.0% | 2.0% | 1.1% | x | -3.3% | 40.9%[activator] | 0.3% | i | -5.7%
COC(=O)c1sccc1NC(=O)c1cccnc1 | i | -13.5% | -0.6% | -0.2% | 6.2% | -0.7% | -1.3% | -20.9% | 12.6µM* | i | 5.1%
